Shn3 inh set2 = reduction of Shn3 3'UTR firefly luciferase signal, primary screen, Schnurri-3 inhibitor project, cell-based, Clone20 osteoblasts, set 2; 360,000 compounds, 0.52% hits; Clone20 osteoblast Shn3 3'UTR firefly luciferase, 24 h; inhibition, % at 12.5 µM;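 active = mean inhibition of at least 75% with every replicate also reaching 75%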;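 also: 0% = median of neutral control wells and 100% = pilot-screen positive control compound; some compounds past the cut are filed as inactive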
TRPM1 prom inh = inhibitors of MITF-dependent TRPM1 promoter reporter, primary screen, cell-based, SK-MEL-5, single point, luciferase; SK-MEL-5 TRPM1 promoter luciferase, 24 h; inhibition, % at 12.5 µM; 330,000 compounds, 0.83% hits; AID 488899, 2010;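 active = mean inhibition across replicates of 60% or more, whatever share of single replicates reaches that level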; also: values of inactives mirror those of a sister screen read the other way
KKLEB tox = cytotoxicity in KKLEB CF airway cells, primary screen, cytotoxicity control for CF NF-kB inhibitor project, cell-based, uHTS, fluorescence assay plates | 360,000 compounds, 0.36% hits | KKLEB CF airway cells viability, ATPlite luminescence, overnight; hits give low values; cells stimulated with P. aeruginosa culture filtrate | activity change (cytotoxicity), % at 5 µM | AID 602141, 2011;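 active = corrected activity change at or below -50% at 5 µM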
Peg3 prom inh = Peg3 promoter-driven luciferase inhibitors, primary screen, cell-based, HeLa, luciferase luminescence; HeLa PEG-Prom luciferase reporter, overnight; inhibition, % at 20 µM; 360,000 compounds, 1.7% hits; AID 588405, 2011;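 active = inhibition of at least 50% at 20 µM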
HIF-2a inh = HIF-2a reporter inhibitors, primary screen, luminescence, 786-0 RCC cells; 786-0 RCC cells HIF-2a reporter, luciferase luminescence, overnight; inhibition, % at 18.8 µM; 360,000 compounds, 0.72% hits; AID 624352, 2012;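 active = inhibition of the luminescence signal of 40% or more relative to plate controls, in a single-dose primary screen at 18.75 µM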
CF NFkB inh = inhibitors of PAF-induced NF-kB signaling, primary screen, cell-based, GFP fluorescence, uHTS; inhibition, % at 5 µM; AID 588850, 2011; KKLEB NF-kB-GFP reporter, GFP fluorescence overnight; 360,000 compounds, 0.86% hits;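 active = at least 50% inhibition at 5 µM, scaled per plate between neutral and stimulator controls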;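 also: PAF is a Pseudomonas aeruginosa culture filtrate used as stimulus; plate controls were PAF-stimulated DMSO wells for no effect and unstimulated DMSO wells for full effect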
TWEAK-Fn14 inh = inhibitors of TWEAK-Fn14 signaling, primary screen, luciferase reporter cells, uHTS; inhibition, % at 10 µM; 360,000 compounds, 2% hits; TWEAK-stimulated Fn14 reporter cells, luciferase luminescence, 8 h; in the data active = inhibition above about 50%
hiPSC survival = enhancers of single-cell hiPSC survival, primary screen, ATPlite luminescence; survival enhancement, % at 20 µM; 360,000 compounds, 0.044% hits; 100% = ROCK inhibitor wells, 0% = DMSO; in the data active = survival enhancement above about 18%;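 also: cells exposed to compounds for 16 hours before the ATP read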
NR2E3 ag-1 = NR2E3 agonists in two-hybrid cells, primary screen, cell-based, luminescence, CHO-S, Gal4-NCOR/VP16-NR2E3; luciferase; inhibition of corepressor binding, % at 3.98 µM; 360,000 compounds, 0.35% hits; AID 602229, 2012;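 active = inhibition above the mean of all tested compounds plus 3 SD, cut at about 70% in these data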;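 also: 0% = DMSO with NR2E3 transfected cells and 100% = cells lacking NR2E3 construct; higher means lower luciferase signal from less NR2E3 corepressor binding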
Target sequence (Q9Y5X4 whole entry, looked up, the tested form may be a part): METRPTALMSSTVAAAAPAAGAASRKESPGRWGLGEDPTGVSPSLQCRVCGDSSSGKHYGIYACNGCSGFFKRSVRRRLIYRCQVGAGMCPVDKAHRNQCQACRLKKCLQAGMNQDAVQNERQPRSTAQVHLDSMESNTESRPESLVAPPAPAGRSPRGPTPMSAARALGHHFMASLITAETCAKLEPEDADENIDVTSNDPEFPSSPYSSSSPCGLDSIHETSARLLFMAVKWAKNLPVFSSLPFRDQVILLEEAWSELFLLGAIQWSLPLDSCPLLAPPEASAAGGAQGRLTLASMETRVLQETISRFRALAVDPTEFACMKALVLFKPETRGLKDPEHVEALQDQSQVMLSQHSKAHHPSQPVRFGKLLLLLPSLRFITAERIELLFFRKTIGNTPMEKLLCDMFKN
NR2E3 ag-2 = inhibitors of NR2E3-RetCOR corepressor binding, primary screen, NR2E3 agonist project, biochemical, TR-FRET, GST-NR2E3, biotin-RetCOR. Photoreceptor-specific nuclear receptor (Homo sapiens), Q9Y5X4. 1536-well. inhibition of corepressor binding, % at 4.78 µM. 320,000 compounds, 0.12% hits. AID 2300, 2010;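 active = percent inhibition above the cutoff of mean plus 3 SD of all tested compounds, set per screening campaign, cut at about 20% in these data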;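 also: 0% = DMSO wells and 100% = biotin wells as full block of FRET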
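System: GST-tagged NR2E3 plus biotinylated RetCOR corepressor; Amount: 1.35 nM GST-tagged NR2E3 final; Dosing: single nominal compound dose of 4.8 µM; Schedule: 5 h incubation at 4 °C; Technique: TR-FRET with europium anti-GST and streptavidin-D2, 340 nm excitation; Controls: biotin wells as high control, 0.6% DMSO wells as low control.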
aDG glyco act = activators of alpha-DG glycosylation, primary screen, uHTS, Pro5-aDG cells, AlphaScreen; alpha-DG glycosylation AlphaScreen (IIH6); 0% Pro5, 100% B10-LARGE cell signal; activation, % at 10 µM; 360,000 compounds, 0.22% hits;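 active = activation of at least 8% versus controls, or a plate z-score of at least 8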;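 also: Pro5 are CHO cells carrying HIG-tagged alpha-DG that lacks glycosylation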
* marks the source's active call; other numbers are inactive results; x = no result given.

SMILES	Shn3 inh set2	TRPM1 prom inh	KKLEB tox	Peg3 prom inh	HIF-2a inh	CF NFkB inh	TWEAK-Fn14 inh	hiPSC survival	NR2E3 ag-1	NR2E3 ag-2	aDG glyco act
S=c1[nH]ccn1-c1c(Cl)cccc1Cl	78	13	21	18	15	-7	-9	-0.6	-14	3	0.0
COc1ccc2cc(C(=O)N3CCCCCC3)sc(=O)c2c1OC	17	5	-4	10	-1	4	12	-1.8	-14	-1	0.0
Cc1ccc(S(=O)(=O)CCC(=O)Nc2ccccc2Br)cc1	2	-1	10	-10	6	-18	-4	-0.6	-8	-2	0.1
C#CCOC(=O)C(NC(=O)c1ccccc1)=C(C)C	6	4	0	0	8	0	14	2.7	-17	-1	1.1
COc1ccc(-n2sc3c(c2=S)-c2cc(OC)ccc2NC3(C)C)cc1	-13	4	-8	8	41*	9	0	-0.4	0	1	-0.9
Cc1ccc(S(=O)(=O)Nc2ccc3c(c2)CCC3)cc1	28	0	-2	19	-10	-1	9	-1.0	-9	-3	0.0
Cc1cc(C)n(-c2nc3ccccc3nc2N2CCN(C(=O)c3ccc(Cl)cc3)CC2)n1	29	6	-8	9	-7	0	10	1.1	-20	-1	0.2
Fc1cccc(/C=N/Nc2ncnc3nc[nH]c23)c1	-62	-67	-14	-193	-212	0	-23	-0.6	-53	4	-0.2
Cc1cc(Cl)ccc1NC(=O)CCC(=O)N/N=C/c1cccnc1	6	-2	11	17	13	-17	-17	0.2	0	x	-0.2
Cc1cccc(C)c1NC(=O)COC(=O)CCc1ccc(S(=O)(=O)N2CCCCC2)cc1	-10	11	16	6	11	-10	0	-2.0	-5	4	-0.1
COc1cccc(-n2nc3c(-n4ncc(C#N)c4N)nnc(C)c3c2C)c1	-6	0	-21	8	26	-26	2	-0.9	-11	1	-0.2
NC(Cc1ccc(F)cc1)c1csc(Nc2cc(Oc3ccccc3)ncn2)n1 (stereo not drawn)	-23	x	-12	79*	6	-7	-24	-2.4	35	x	6.1
COC(=O)COc1ccc(S(=O)(=O)NCc2cccnc2)cc1C	-12	5	16	5	12	4	5	0.4	3	4	-0.1
COC(=O)c1cc([N+](=O)[O-])c(-n2cncn2)c([N+](=O)[O-])c1	-18	34	-2	94*	30	0	3	2.3	0	x	0.1
COCC1CCN(C(=O)c2cc(COc3ccc(F)cc3Cl)on2)C1 (stereo not drawn)	-18	x	0	-195	-224	-13	94*	-0.5	-77	x	-0.2
O=C(CNc1cccc2ccccc12)N/N=C/C=C/c1ccco1	12	7	20	5	0	-12	15	-0.6	4	1	-0.4
O=C(Nc1ccc(Br)cn1)c1ccc([N+](=O)[O-])cc1Cl	-57	-50	5	-255	-267	12	-14	2.0	-117	0	0.3
S=c1[nH]ncn1NCc1ccc(Cl)cc1Cl	2	1	-4	1	6	5	-8	-0.8	-9	0	0.1
CN(c1ccc(OCC(=O)Nc2nc(-c3ccccc3)cs2)cc1)S(=O)(=O)c1ccc(F)cc1	31	-6	-7	-7	-14	-19	55*	2.0	-15	-1	0.0
Clc1ccccc1-c1nn2c(COc3ccccc3)nnc2s1	-9	-1	14	-7	-19	16	6	0.7	8	4	0.5
O=C(CN1CCCc2ccccc21)Nc1ccccc1[N+](=O)[O-]	14	7	3	10	7	-9	24	-0.1	5	3	0.2
CC(=O)N1N=C(c2cccc([N+](=O)[O-])c2)OC1(C)c1cccs1 (stereo not drawn)	5	-19	5	-10	-16	13	-6	-0.6	-17	0	-0.3
CCCC/C=C/[C@H](c1ccccc1)[C@H](CO)Cc1cccnc1	19	-1	-5	25	19	-12	-13	2.9	7	-2	-0.1
COc1ccc(N2CCN(C(c3cccs3)C(C)NC(=O)c3ccc4c(c3)OCO4)CC2)cc1 (stereo not drawn)	31	7	3	5	11	-4	2	-2.1	-8	1	0.3
Cc1cc(C)cc(OCC(=O)OCC(=O)NC2CCCCCC2)c1	13	-3	2	-3	8	5	1	-3.4	-13	1	-0.1
The list goes on:
SMILES	Shn3 inh set2	TRPM1 prom inh	KKLEB tox	Peg3 prom inh	HIF-2a inh	CF NFkB inh	TWEAK-Fn14 inh	hiPSC survival	NR2E3 ag-1	NR2E3 ag-2	aDG glyco act
Cc1cc(=O)oc2cc(OCc3ccc(C(=O)OCC(=O)NC4CCS(=O)(=O)C4)cc3)ccc12 (stereo not drawn)	-18	-16	7	-48	-20	13	-44	-0.6	-21	2	0.1
O=C(/C(C=Nc1ccc(F)cc1)=C(/O)c1ccco1)C(F)(F)F	-108	-52	0	-190	-218	-22	13	-2.6	-74	1	-0.1
Cc1ccc(S(=O)(=O)N(C)C)cc1NS(=O)(=O)c1ccc(Cl)s1	1	1	14	13	9	5	3	-2.4	3	1	-0.1
CCN1CCN(c2ncnc3c2nnn3Cc2ccccc2)CC1	-11	5	12	12	14	1	-11	0.3	-4	-2	0.2
Cc1ccc(-c2csc(NC(=O)c3ccc([N+](=O)[O-])o3)n2)cc1	16	46	-40	11	-43	47	38	0.6	6	4	1.8
CCc1cccc(N=c2c([N+](=O)[O-])nn(-c3ccc4c(c3)OCCO4)n2O)c1	0	0	-14	-114	-50	14	31	-0.2	20	1	-0.1
O=C1/C(=C/c2ccccc2)CCc2ccc(Cl)nc21	-25	36	4	76*	12	-4	72*	-1.6	-4	x	0.1
CC(=O)n1c(=O)oc2ccccc21	3	-9	-5	-3	10	-15	-10	1.6	-17	3	-0.1
CCOc1ccc(CCNC(=O)C2CC(=O)N(c3ccccc3OCC)C2)cc1OCC (stereo not drawn)	8	-2	-7	9	3	-2	-3	-0.1	-9	-6	-0.1
CCSc1ncc(/C=N/Nc2ccc([N+](=O)[O-])cc2)n1C	-60	-78	-8	-155	-196	-4	-46	0.5	-143	2	-0.4
Cc1ccc(C2=NNC(=O)C(P(=O)(c3ccccc3)c3ccccc3)C2)cc1 (stereo not drawn)	4	2	3	9	22	-15	11	5.8	-14	2	0.1
COC(=O)c1ccc(NC(=O)CN(Cc2ccc(Cl)cc2)S(C)(=O)=O)cc1	19	5	5	13	7	-6	-12	-0.6	-3	-3	-0.1
CC(C)[C@H](NC(=O)OCc1ccccc1)C(=O)NC(C=O)Cc1ccccc1 (stereo partly drawn)	18	0	-21	-1	-10	-1	17	-1.6	3	2	0.1
CC(C)(C)NC(=O)CN(C(=O)CN1C(=O)C(=O)c2ccccc21)C(C)(C)C	-5	10	2	7	12	-5	-2	2.4	3	1	-0.2
COc1cc(CSc2nc(-c3ccccc3)cc(=O)[nH]2)cc(OC)c1	20	5	-5	17	9	0	-5	-0.3	-22	2	-0.2
COc1ccc(C(=S)N2CCN(C)CC2)cc1	0	5	-1	-1	15	0	-14	0.2	-13	2	-0.2
O=C(COC(=O)C1CCN(c2ccc(C(F)(F)F)cn2)CC1)c1ccccc1	-13	4	3	7	-2	8	4	-0.2	-13	3	-0.1
C=CCC[C@H](Cc1ccc(F)cc1)C(=O)OC[C@@H](NC(=O)[C@@H](CC=C)CC(=O)N[C@H](CO)Cc1ccccc1)C(C)(C)C	46	5	10	13	13	5	23	-0.2	-15	x	1.6
O=C(O)CC(CC(=O)Nc1ccc2ccccc2n1)c1ccccc1 (stereo not drawn)	8	0	-4	12	16	1	-2	-0.1	-8	-1	-0.2
O=C(NC(=S)Nc1ccccn1)c1ccco1	-20	-51	6	-263	-187	-11	-11	-2.3	-106	1	-0.3
CC(=O)Nc1nc2cc([N+](=O)[O-])ccc2s1	-9	-12	2	-27	-42	-11	-5	1.0	-7	3	-0.1
CC(C)(C)CC(C)(C)NC(=O)/C=C/C(=O)O	0	-2	-4	-7	11	8	-7	-0.7	7	1	0.1
C/C(=N\Nc1nc(C)cc(C)n1)c1ccc(N2CCOCC2)cc1	22	6	15	1	-17	-20	-4	2.1	-4	1	3.1
COc1ccc(OC)c(NC2=NC3(CCCCC3)N=C(N)N2)c1	71	10	-13	23	21	4	4	-2.1	-21	1	-0.1
O=C(NC1CCCCC1)C(c1ccc2ncccc2c1)N(Cc1ccccc1)C(=O)c1ccc2c(c1)OCCO2 (stereo not drawn)	-6	4	3	12	-5	19	9	-1.0	-15	1	0.0

Brought forward from above: 4 compounds, followed by the next part.
SMILES	Shn3 inh set2	TRPM1 prom inh	KKLEB tox	Peg3 prom inh	HIF-2a inh	CF NFkB inh	TWEAK-Fn14 inh	hiPSC survival	NR2E3 ag-1	NR2E3 ag-2	aDG glyco act
CC(C)(C)CC(C)(C)NC(=O)/C=C/C(=O)O	0	-2	-4	-7	11	8	-7	-0.7	7	1	0.1
C/C(=N\Nc1nc(C)cc(C)n1)c1ccc(N2CCOCC2)cc1	22	6	15	1	-17	-20	-4	2.1	-4	1	3.1
COc1ccc(OC)c(NC2=NC3(CCCCC3)N=C(N)N2)c1	71	10	-13	23	21	4	4	-2.1	-21	1	-0.1
O=C(NC1CCCCC1)C(c1ccc2ncccc2c1)N(Cc1ccccc1)C(=O)c1ccc2c(c1)OCCO2 (stereo not drawn)	-6	4	3	12	-5	19	9	-1.0	-15	1	0.0
COc1cc(OC)c(OC)cc1CN1CCN(S(=O)(=O)c2ccc(F)cc2)CC1	12	3	4	21	15	-2	2	-2.5	-8	0	0.0
N#Cc1c(-c2ccc(Cl)cc2)nc2n(c1=O)CCCS2	19	1	-6	-4	-5	1	-8	2.5	-20	2	0.1
CC(C)CNC(=O)Cn1c(=O)c2c(ncn2CC(C)C)n(Cc2ccccc2)c1=O	-5	-5	-4	-1	9	4	6	-0.5	-23	3	-0.1
O=C(CSc1nc2ccccc2c(=O)n1-c1ccccc1)NCc1ccc2c(c1)OCO2	-16	10	-10	11	10	-1	-3	2.2	0	3	0.0
Cc1noc(C(=O)Nc2c(C)n(C)n(-c3ccccc3)c2=O)c1Cl	15	5	4	6	12	-26	-8	-0.5	1	2	-0.1
CCN(CC)CCCN=Cc1c(O)n(Cc2ccccc2)c(=O)c2ccccc12	8	-13	-10	6	5	-1	-10	-2.1	-13	1	1.2
Cc1ccccc1C1c2[nH]c3ccccc3c2CCN1CCCn1cccn1 (stereo not drawn)	3	26	-3	22	-1	-9	0	0.7	-18	3	0.0
COCC(=O)N1C[C@H]2CON(C)[C@H]2C[C@H]1c1cccc(-c2ccccc2OC)c1	-4	x	2	12	4	-7	1	0.4	2	x	0.1

Assay outcomes: PubChem BioAssay, several laboratories
